Screening results: PubChem BioAssay, NCI
Growth percent in the NCI-60 one-dose screen (48 h, 10 µM unless noted): 100 = growth as untreated, 0 = no growth, -100 = all killed.
OVCAR-5 = OVCAR-5 ovarian cancer. AID 1794783. 2.9% of 82,000 active
ACHN = ACHN renal cancer; 4.9% of 81,000 active
IGROV1 = IGROV1 ovarian cancer | AID 1794786 | 4.7% of 79,000 active
OVCAR-3 = OVCAR-3 ovarian cancer. AID 1794787. 7% of 79,000 active
OVCAR-4 = OVCAR-4 ovarian cancer cells. AID 1794784. 3.7% of 80,000 active
RXF 393 = RXF 393 renal cancer cells; 6.9% of 77,000 active
SK-OV-3 = SK-OV-3 ovarian cancer cells | 3.2% of 80,000 active
A498 = A498 renal cancer cells; 5.4% of 76,000 active; AID 1794774
OVCAR-8 = OVCAR-8 ovarian cancer | 4.4% of 81,000 active
Starred values were filed as active, the others as inactive; / = no result given; & = joins results of further samples. How the source made its calls: active means growth percent below 10; inactive means the rest. No enrichment for hits (roughly 11% active in at least one column).

Start of the data: the first two records (preview)
#	canonical_smiles	OVCAR-5	ACHN	IGROV1	OVCAR-3	OVCAR-4	RXF 393	SK-OV-3	A498	OVCAR-8
1	O=c1[nH]c(=S)[nH]c(=O)n1Cc1ccc2c(c1)OCO2	111.9	108.7	105.7	108.6	107.7	115.3	100.4	117.2	96.9
2	C#CCn1cnc2c(Nc3cccc(NC(=O)C=C)c3)ncnc21	82.0	69.1	74.8	88.5	86.6	85.2	73.5	80.5	76.2

This part in full, repeating the preview:
#	canonical_smiles	OVCAR-5	ACHN	IGROV1	OVCAR-3	OVCAR-4	RXF 393	SK-OV-3	A498	OVCAR-8
1	O=c1[nH]c(=S)[nH]c(=O)n1Cc1ccc2c(c1)OCO2	111.9	108.7	105.7	108.6	107.7	115.3	100.4	117.2	96.9
2	C#CCn1cnc2c(Nc3cccc(NC(=O)C=C)c3)ncnc21	82.0	69.1	74.8	88.5	86.6	85.2	73.5	80.5	76.2
3	COc1c(/C(C)=N/N=c2sc(C(C)=O)nn2-c2ccccc2)c(Oc2ccccc2)c(OC)c2occc12	88.3&104.3	89.5&101.0	71.5&105.7	97.1&103.2	86.2&99.1	93.3&120.4	101.6&114.1	94.0&127.5	93.8&103.3
4	COc1cccc(C(=O)Nc2cccc(C3CCc4c(cc(OC)c(OC)c4OC)O3)c2)c1 (centres undefined)	107.7	94.6	82.9	85.8	74.2	96.7	82.1	74.0	79.5
5	CC(=O)c1ccc(NC(=O)CSc2nnc(-c3cc(-c4ccc(S(C)(=O)=O)cc4)nc4ccccc34)n2-c2ccccc2)cc1	96.0	78.6	103.6	109.6	82.9	102.0	109.4	86.6	67.1
6	O=C(CN1CCN(c2cc3c(cc2F)c(=O)c(C(=O)O)cn3C2CC2)CC1)N/N=C/c1cccnc1	101.0	102.5	111.7	102.3	100.2	92.4	101.7	95.2	/
7	O=C(Nc1cc(C(F)(F)F)cc(C(F)(F)F)c1)Nc1cc(F)c(F)cc1C(=O)O	102.7	96.5	99.9	97.0	95.6	99.4	98.7	66.1	90.9
8	O=C(/C=C/c1cccnc1)c1ccccc1	91.3	79.8	96.5	85.8	91.7	111.7	102.6	89.7	83.8
9	Cc1c(Cc2ccccc2)c(=O)oc2c(C)c(OCC(=O)n3nc(C#N)cc3N)ccc12	103.6	93.6	102.6	103.8	93.0	118.6	93.8	125.7	102.2
10	CCn1ncc2c(NNS(=O)(=O)c3ccccc3)ncnc21	96.4	101.2	106.7	106.4	105.2	105.5	94.9	78.2	98.8
11	COc1cc(/C=C/c2nc3ccccc3nc2NNC(=O)Nc2cccc(Cl)c2)ccc1O	93.9	80.4	68.6	88.4	79.6	80.0	84.3	109.5	92.4
12	CC/C(=N\Nc1nc2ccccc2n1C)c1ccccn1	29.0	0.6*	13.6	25.8	11.5	2.7*	11.6	-20.7*	15.5

Results in sequence from the entries so far.
OVCAR-5, entries 2–7 → 82.0, 88.3&104.3, 107.7, 96.0, 101.0, 102.7
A498, entries 2–7 → 80.5, 94.0&127.5, 74.0, 86.6, 95.2, 66.1

(list continues)
#	canonical_smiles	OVCAR-5	ACHN	IGROV1	OVCAR-3	OVCAR-4	RXF 393	SK-OV-3	A498	OVCAR-8
13	Cc1ccc2c(c1)C(O)(CC(=O)c1cc3ccccc3oc1=O)C(=O)N2 (centres undefined)	108.8	102.1	101.0	92.5	86.5	102.9	77.2	114.4	99.5
14	CC(O)C(NC(=O)OCc1ccccc1)C(=O)NCC(=O)NCC(=O)OCc1ccccc1 (centres undefined)	104.1	105.4	117.1	107.7	112.7	108.0	102.9	106.6	105.2
15	O=C(/C=C/C12c3ccccc3C(c3ccccc31)C1C(=O)N(c3ccccc3)C(=O)C12)c1ccc(Cl)cc1 (centres undefined)	8.5*	-36.2*	10.4	-53.9*	17.6	-71.2*	/	/	30.7
16	CC[C@@H]1NC(=O)[C@@H]2CCCCN2C(=O)[C@@H]2CCCN2C(=O)[C@@H](NC(=O)[C@H](Cc2cc(F)cc(F)c2)NC(=O)Nc2ccc(C3CC3)cc2F)[C@H](C)OC(=O)[C@@H]2C[C@@H](C)CN2C1=O	-1.9*	12.1	28.5	6.4*	7.8*	-4.5*	/	-5.6*	13.2
17	O=C1OCCN1N1CCOC1=O	107.7	108.4	112.7	116.7	108.6	111.6	100.8	94.4	104.0
18	C/C(=N\NC(=O)c1ccc(S(N)(=O)=O)cc1)c1cc2cc(Br)ccc2oc1=O	96.7	100.1	97.4	107.3	/	107.9	/	/	95.9
19	C=CCOc1nc(N)nc(N)n1	112.1	115.3	84.3	/	88.5	48.5	110.4	98.0	101.3
20	COC1=CC(c2ccc[nH]2)=N/C1=C\c1[nH]c(C)c(C(=O)CCCCCCCCC(=O)O[C@H]2CC[C@H]3C4CCc5cc(O)ccc5C4CC[C@]23C)c1C (some centres undefined)	52.1	24.3	22.7	13.7	49.7	52.5	49.2	-0.9*	12.2
21	COc1ccc(C2CC(=O)Nc3c(-c4ccc(F)cc4)nsc32)cc1 (centres undefined)	102.2	99.9	106.7	103.2	87.6	94.5	102.8	95.8	91.0
22	Cc1ccc2c(Cn3nnc(C(=O)O)c3C)cc(=O)oc2c1	98.2	96.8	100.3	109.3	100.1	108.7	105.8	103.9	96.6
23	N#C/C(=C\c1ccc2c(c1)OCO2)c1nc(N)nc(Nc2ccc(S(N)(=O)=O)cc2)n1	104.4	94.9	99.1	103.6	107.1	107.6	113.1	109.9	95.8
24	CC12C=CC(=O)C=C1CCC1C2CCC2(C)C(C(=O)CO)CCC12 (centres undefined)	127.4	103.2	110.1	109.9	101.5	118.1	105.4	99.2	103.9
25	CN1C(=O)C2(SCC(C(=O)NC(C)(C)C)N2C(=O)C2CCCCC2)c2cc(F)ccc21 (centres undefined)	102.4	104.3	95.2	112.4	95.2	99.7	101.6	90.2	99.8
26	COc1ccc(Cn2cc3c(c2-c2cc(OC)c(OC)c(OC)c2)CCCc2cnoc2-3)cc1N	38.2	40.1	35.2	7.3*	80.9	-5.4*	65.6	/	47.3
27	COc1ccc(Cn2cc(COc3ccc4c5ccnc(C)c5n(CCCc5ccccc5)c4c3)nn2)cc1	110.7	/	75.3	76.0	70.2	58.8	95.3	88.8	61.9
28	COC(=O)[C@]12CCC(C)(C)C[C@H]1C1=CC[C@@H]3[C@@]4(C)C/C(=C/c5ccncc5)C(=O)C(C)(C)[C@@H]4CC[C@@]3(C)[C@]1(C)CC2	101.0	92.8	89.6	72.7	72.6	106.2	108.3	64.5	67.6
29	COc1ccc2oc(=O)cc(Cn3cc(Cn4cnc5c4c(=O)n(C)c(=O)n5C)nn3)c2c1	94.0	98.7	104.2	110.1	103.0	119.8	/	103.0	106.1
30	Nc1cc(=O)[nH]c(SCC(=O)Nc2nc(-c3ccccc3)cs2)n1	101.4	92.8	63.5	102.9	86.5	96.3	88.6	123.5	99.2
31	CC1CCC(C(C)CS)CC1S (centres undefined)	96.8	107.3	90.0	97.8	114.4	191.7	104.1	/	143.2
32	FC(F)(F)c1ccc(/C=C/c2cc(/C=C/c3ccc(Cl)cc3Cl)nc3ccccc23)cc1	102.5	93.1	100.9	112.3	108.0	91.1	92.6	169.9	102.2
33	O=C1c2c(O)cccc2C(Br)c2cccc(O)c21	108.1	112.0	110.1	104.4	105.8	96.1	100.4	117.5	109.2
34	CS/C(Nc1ccccc1)=C(/C#N)S(=O)(=O)c1ccc(C)cc1	112.0	104.1	119.1	111.7	112.1	118.6	117.1	120.9	101.4
35	Cc1cc(C(=O)Nc2cc(Nc3ncccc3-c3ncnc4nc[nH]c34)ccc2F)cc(C(C)(C)C#N)c1	30.3	30.5	3.7*	52.1	53.2	88.5	87.0	-22.8*	39.9
36	O=C1Nc2ccccc2/C1=N/N1C(=O)CN(c2ccccc2)C1=S	97.7	68.7	52.2	95.4	79.9	68.2	63.0	72.1	95.2

Quoted from the listing:
Reading of COc1ccc(Cn2cc(COc3ccc4c5ccnc(C)c5n(CCCc5ccccc5)c4c3)nn2)cc1 in A498: 88.8
Reading of COC(=O)[C@]12CCC(C)(C)C[C@H]1C1=CC[C@@H]3[C@@]4(C)C/C(=C/c5ccncc5)C(=O)C(C)(C)[C@@H]4CC[C@@]3(C)[C@]1(C)CC2 in A498: 64.5

Record cards (already shown):
Cc1cc(C(=O)Nc2cc(Nc3ncccc3-c3ncnc4nc[nH]c34)ccc2F)cc(C(C)(C)C#N)c1 in the list: OVCAR-5 = 30.3; ACHN = 30.5; IGROV1 = 3.7*; OVCAR-3 = 52.1; OVCAR-4 = 53.2; RXF 393 = 88.5; SK-OV-3 = 87.0; A498 = -22.8*; OVCAR-8 = 39.9
COc1ccc(Cn2cc3c(c2-c2cc(OC)c(OC)c(OC)c2)CCCc2cnoc2-3)cc1N in the list: OVCAR-5 = 38.2; ACHN = 40.1; IGROV1 = 35.2; OVCAR-3 = 7.3*; OVCAR-4 = 80.9; RXF 393 = -5.4*; SK-OV-3 = 65.6; A498 = /; OVCAR-8 = 47.3

(list continues)
#	canonical_smiles	OVCAR-5	ACHN	IGROV1	OVCAR-3	OVCAR-4	RXF 393	SK-OV-3	A498	OVCAR-8
37	CN(C)C=C(S(C)(=O)=O)S(C)(=O)=O	93.2	104.7	103.8	107.8	110.7	110.3	116.3	54.4	104.4
38	CC(C)=NNc1ncnc2c1ncn2C1OC(CO)C(O)C1O (centres undefined)	49.2	12.3	64.5	3.8*	26.4	23.1	4.3*	/	25.7
39	O=C(Nc1ccccc1)Oc1ccccc1-c1ccccc1	90.5	99.9	107.5	105.5	102.9	/	80.1	75.3	98.4
40	N#C/C(=C\c1cn(-c2ccccc2)nc1-c1ccccc1)c1nc2ccccc2c(=O)[nH]1	95.3	78.6	95.4	105.8	94.1	115.6	90.8	82.2	94.0
41	COc1ccc2c(c1)c(/C=N/Nc1ccnc3cc(Cl)ccc13)cn2C	-87.3*	-97.3*	-82.0*	/	-76.7*	-81.1*	-89.2*	-90.0*	-66.8*
42	C/C(=N/O)c1ccc(N2C(=O)c3ccc(C)cc3C2=O)cc1	97.0	108.5	105.9	/	103.3	124.3	102.9	84.5	101.1
43	Cc1ccc(Nc2ncnc3c2cnn3-c2cccc(Br)c2)cc1	110.0	101.9	103.8	107.0	101.4	87.1	93.0	98.5	97.2
44	O[C@@H]1CCO[C@H](c2ccc3ccccc3c2)C1	110.0	/	106.6	105.5	105.1	97.0	107.7	73.3	105.6
45	CCCCCCCCCCCC(=O)OCCc1ccccc1	106.7	/	96.5	110.4	108.0	106.8	110.3	99.6	108.8
46	CSC(=Nc1ccc([N+](=O)[O-])cc1C#N)NC(=O)c1ccccc1	96.8	106.3	105.9	99.5	87.9	103.2	106.6	102.5	101.2
47	CCCCNC(c1ccc(N(CC)CC)cc1)C(Cl)(Cl)Cl (centres undefined)	112.8	99.1	102.3	102.8	89.5	104.7	99.6	50.8	102.9
48	C=CCN(CCOC(=O)c1ccc([N+](=O)[O-])cc1)CCOC(=O)c1ccc([N+](=O)[O-])cc1	101.5	95.0	88.1	103.9	99.5	138.3	99.2	95.2	98.7
49	COc1cc(-c2nc(Nc3nc4ccccc4s3)[nH]c(=O)c2C#N)cc(OC)c1O	109.2	102.4	128.0	104.1	109.2	104.8	108.0	103.1	99.0
50	CCCCCC(=O)OCCC	105.6	93.2	108.5	107.7	92.9	100.6	108.4	104.1	98.6
51	CN1CCN(c2nc(-c3cnc4ccccc4n3)cc3ccccc23)CC1	91.1	84.0	73.7	/	100.5	23.9	92.1	/	89.7
52	O=C(Cc1ccccc1)Nc1ccccc1	107.8	110.0	103.2	104.0	109.9	/	116.5	86.3	103.3
53	N#CCc1nnc(NC(=O)c2ccc(-n3c(=O)[nH]c4ccccc4c3=O)cc2)s1	96.7	92.1	104.6	104.2	106.0	111.7	106.2	96.2	100.3
54	Cn1c2ccccc2c2c(=O)c3c([nH]c21)-c1ccccc1C3	120.5	102.0	87.7	102.2	97.4	108.6	96.8	80.4	101.6
55	CC(C(=O)O)N1C(=O)/C(=C/c2ccc(O)c(O)c2)SC1=S (centres undefined)	98.9	107.4	107.1	117.1	110.2	113.1	113.2	93.4	100.6
56	O=C(NO)/C(CC(=O)c1ccccc1O)=N\O	100.6	100.8	94.2	110.5	103.8	118.5	96.1	137.2	103.5
57	CC1=NN(c2nc(-c3c(O)cc(C)oc3=O)cs2)C(=O)/C1=C\c1ccc(C)cc1	106.0	103.4	115.4	98.8	104.4	101.8	99.2	86.8	106.9
58	Nc1nnc2nc(CC(=O)c3ccccc3)c(CC(=O)c3ccccc3)nn12	90.3	101.6	103.2	123.9	109.7	/	119.4	114.5	110.4
